Screening data deposited in PubChem by several laboratories.
MgcRacGAP inhibition – MgcRacGAP GTPase-activating activity inhibitors, confirmation, biochemical, ADP Hunter fluorescence; one-dose inhibition, % at 30 µM; IC50 in µM for titrated hits; MgcRacGAP-stimulated Rac1 GTP hydrolysis, ADP Hunter fluorescence; higher % means a stronger effect; GST-tagged Rac1 F28L mutant substrate; Rac GTPase-activating protein 1 (Homo sapiens); 0.6% of 340,000 active;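 active = first-screen hits whose inhibition reached a set limit at any dose in the follow-up dose series; inconclusive = inhibition above the set first-screen limit but never retested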;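 note: fluorescence reports GDP produced by GAP-driven GTP hydrolysis; strong numbers were not always called active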
T cell HTS – modulators of CD8 T cell-vesicle binding, primary screen, mouse 2C CD8+ T cells, flow cytometry. 2C CD8+ T cell-vesicle binding; hits give low values. calls only at 7 µM. 0.068% of 330,000 active. AID 2052, 2009;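 active = response, share of CD8 T cells binding vesicles, and their 90th percentile fluorescence all below set limits, cut at about 80% in these data, passing the limit was not always enough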
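Incubation: binding step 1.5 h, 37 °C, antibody labelling 20 min, ice; system: murine 2C transgenic CD8+ T lymphocytes; technique: cytometric PE anti-B7-1 and Alexa647 anti-CD8 signals after 1% paraformaldehyde fixation; also added: QL9-charged Drosophila Ld/ICAM-1/B7-1 vesicles; control set: naked versus QL9-loaded vesicles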
Salmonella PhoP GFP – inhibitors of PhoP regulon expression, primary screen, Salmonella Typhimurium, GFP reporter (AID 1863); inhibition, % at 50 µM; hits with a dose series show IC50 in µM; 0.16% of 300,000 active; S. Typhimurium PhoP-regulated promoter GFP reporter, 4 h; higher % means a stronger effect;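 active = inhibition over 29.93%, a cutoff 3 SD above the screen mean, later confirmed by dose response; inconclusive = inhibition over 29.93% but no dose response follow-up; inactive = inhibition at most 29.93% or unconfirmed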;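 note: 0% = low Mg2+ inducing control and 100% = high Mg2+ repressing control; strong numbers were not always called active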
bCat nuc transl – modulators of beta-catenin nuclear translocation, primary screen, imaging, HeLa cells, immunofluorescence, high-content. nuclear translocation activity, % at 5 µM. 0.3% of 190,000 active;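 active = nuclear translocation activity above 50% at 5 µM, with a well cell count of 50 or more; inconclusive = wells under 50 cells across six images, flagged as toxic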;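 note: per-cell ratio of nuclear to cytoplasmic median beta-catenin stain intensity; plate controls were DMSO negative control for no effect and GSK-3 inhibitor IX positive control for full effect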
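Test system: human HeLa cells, endogenous beta-catenin. Times: 24 h compound exposure, 37°C. Measured by: beta-catenin immunofluorescence imaging with DAPI.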
SV40 large T antigen – SV40 large T antigen inhibitors, biochemical (AID 1903); SV40 large T antigen ATPase/helicase inhibition assay; higher % means a stronger effect; inhibition, % at 20 µM, or IC50 in µM where a hit was titrated; 0.39% of 310,000 active; in the data active = a potency from the dose series; inconclusive = inhibition mostly from about 32% at the one dose, without a potency; inactive = the rest, 99 in 100 with inhibition below about 32%; note: strong numbers were not always called active
RSV CPE inhibition – RSV antiviral activity via CPE protection, HEp-2 cells, primary 10 µM value included (AID 2391) | HEp-2 cells, RSV-induced CPE inhibition; higher % means a stronger effect | one-dose CPE inhibition, % at 10 µM; IC50 in µM for titrated hits | 0.13% of 310,000 active; in the data active = a potency from the dose series; inconclusive = CPE inhibition mostly from about 23% at the one dose, without a potency; inactive = the rest, 99 in 100 with CPE inhibition below about 21%; note: strong numbers were not always called active
Myeloid diff MLP – induction of myeloid progenitor differentiation, primary screen, cell-based, flow cytometry, MLPCN library. AID 624256, 2012. 1% of 360,000 active. calls only at 10 µM. ER-HoxA9 myeloid progenitors, lysozyme-GFP differentiation;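 active = normalized GFP-positive differentiation at or above the plate's own cutoff, the solvent-only control mean plus 3 SD; inconclusive = no clear call, values can overlap the other calls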;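 note: cells exposed to compound for four days before flow analysis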
West Nile antiviral – West Nile virus antiviral activity, cell-based, CPE readout (AID 1621). CPE inhibition, % at 10 µM; hits with a dose series show IC50 in µM. 0.02% of 290,000 active. West Nile virus-infected cells, CPE inhibition; higher % means a stronger effect; in the data active = a potency from the dose series; inconclusive = CPE inhibition mostly from about 3.7% at the one dose, without a potency; inactive = the rest, 99 in 100 with CPE inhibition below about 2.2%; note: strong numbers were not always called active
WT yeast gro inh – growth inhibition of WT strain, primary screen, mitochondrial fusion inhibitor project, WT and mutant strains, chemical genetic; 2.1% of 190,000 active; AID 1362, 2008; inhibition, % at 10 µM; mitochondrial fusion phenotypic screen; in the data active = inhibition above about 58%; tested in S. cerevisiae
WT yeast gro inh mutant strain – recorded beside WT yeast gro inh, whose call it bears; inhibition, %; mitochondrial fusion phenotypic screen, mutant strain inhibition
bCat nuc transl cell count 5 µM – second read-out of bCat nuc transl, no call of its own (marks repeat the call); cell count; measured here: cell count, cytotoxicity flag
T cell HTS vesicle-bound % – recorded beside T cell HTS, whose call it bears; double positive events, %; measured here: CD8+ vesicle-bound cell fraction;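 binding gate set so that unloaded-vesicle control wells show 10% double positive cells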
Myeloid diff MLP GFP+ MAC1+ % – recorded beside Myeloid diff MLP, whose call it bears; GFP+ MAC1+ double positive, %; measured here: differentiation confirmed by MAC1 staining
* = called active by the depositor; i = inactive; ? = inconclusive; nt = not tested or not shown.

Results follow in this order: MgcRacGAP inhibition, T cell HTS, T cell HTS vesicle-bound %, Salmonella PhoP GFP, bCat nuc transl, bCat nuc transl cell count 5 µM, SV40 large T antigen, RSV CPE inhibition, Myeloid diff MLP, Myeloid diff MLP GFP+ MAC1+ %, West Nile antiviral, WT yeast gro inh, WT yeast gro inh mutant strain
[1] COc1ccccc1C(=O)Nc1ccnn1C1CCN(C/C=C/c2ccccc2)CC1
 : 12%, i, 68, -2%, nt, nt, 14%, 0.4%, i, 0.7, -0.9%, nt, nt
[2] COc1ccc(/C=N/NC(=O)c2cc3cc(OC)c(OC)cc3[nH]2)cc1
 : 11%, i, 28, -8%, nt, nt, 0%, -0.1%, i, 0.1, 0.9%, nt, nt
[3] O=C(Cc1ccc(Br)cc1)NCCc1ccc(Cl)cc1Cl
 : -8%, i, 48, -13%, -3.6, 1145, 10%, 1.7%, i, 0.7, -1.2%, 7, -4
[4] COc1cc(NS(=O)(=O)c2c(C)[nH]c(C)c2C(=O)N2CCCC2)cc(OC)c1OC
 : 3%, i, 38, -1%, nt, nt, 9%, 0.9%, i, 2.7, -0.3%, nt, nt
[5] O=C(CSc1nnnn1-c1ccccc1)Nc1ccc(Cl)cc1
 : 2%, i, 32, -10%, -1.8, 1190, 3%, 1.1%, i, 1.1, 0.0%, 11, -2
[6] OCCN(Cc1ccccc1)C(=S)Nc1ccc(Cl)cc1Cl
 : 0%, i, 18, -5%, 1.2, 1036, 29%, -0.1%, i, 0.5, -1.5%, 1, 18
[7] CNNC(=S)NCCC1=CCCCC1
 : 1%, i, 15, -5%, -3.1, 1199, 9%, 1.2%, i, 0.4, -0.2%, nt, nt
[8] N#Cc1c(N)nc2c(c1N)CC(COc1ccccc1)O2 (stereo unspecified)
 : 7%, i, 26, 1%, -0.7, 1341, 2%, 0.6%, i, 0.6, -0.1%, 10, 20
[9] CCC(C)(C)NC(=O)Cc1ccc(Cl)cc1
 : nt, i, 37, 4%, 0.0, 1528, 9%, 1.2%, i, 0.6, 0.4%, 9, 22
[10] CC(C)OC(=O)NC(c1ccccc1)C(Cl)(Cl)Cl (stereo unspecified)
 : -5%, i, 41, 7%, 2.7, 851, 2%, 2.8%, i, 0.2, 1.9%, 31, 15
[11] CCOc1ccc(CN2CCN(C3CCSCC3)CC2CCO)cc1 (stereo unspecified)
 : 2%, i, 30, 1%, 0.9, 1048, 4%, -0.3%, i, 0.1, -0.4%, 2, 10
[12] Cc1ccc(C(=O)NC(=S)Nc2cccc(NC(=O)c3ccccc3Cl)c2)cc1[N+](=O)[O-]
 : 11%, i, 49, 7%, 3.6, 1107, 7%, 2.1%, i, 0.4, 0.0%, 17, 8
[13] C=CCOc1c(Br)cc(CNCCCN2CCOCC2)cc1OC
 : 0%, i, 52, -4%, nt, nt, 6%, -1.8%, i, 1.1, -1.7%, nt, nt
[14] COc1ccc(CCN(Cc2cccs2)S(=O)(=O)c2ccc(S(=O)(=O)N(C)C3CCCCC3)cc2)cc1OC
 : 4%, i, 14, -11%, 0.2, 1061, 23%, 5.5%, i, 0.8, -1.1%, 15, 4
[15] CC(=O)C1=C(C)NC(=O)NC1c1cccc(O)c1 (stereo unspecified)
 : -1%, i, 53, 0%, nt, nt, 9%, -1.2%, i, 0.9, 0.6%, 5, 5
[16] C/C(CC(=O)NC12CC3CC(CC(C3)C1)C2)=N\NC(=O)Cc1cccs1
 : 5%, i, 53, -1%, nt, nt, 4%, 1.3%, i, 0.9, 0.0%, -7, -4
[17] O=C(NCc1ccccn1)C(=O)NCC1OCCN1S(=O)(=O)c1ccc([N+](=O)[O-])cc1 (stereo unspecified)
 : 6%, i, 69, 3%, nt, nt, 1%, 0.3%, i, 1.6, 0.0%, nt, nt
[18] O=C(NNS(=O)(=O)c1ccc(F)cc1)c1ccc2c(c1)OCO2
 : -9%, i, 4, -2%, nt, nt, 3%, 1.3%, i, 0.7, -0.7%, nt, nt
[19] CCCc1cc(C(=O)OCC(=O)N(CCC)c2c(N)n(Cc3ccccc3)c(=O)[nH]c2=O)sc1C
 : 5%, i, 54, -2%, nt, nt, 23%, 1.0%, i, 0.6, nt, nt, nt
[20] COc1ccc(-n2c(C)cc(/C=C3/SC(=O)N(CC(=O)N4CCOCC4)C3=O)c2C)cc1
 : 8%, i, 33, -2%, -0.5, 894, 11%, 2.5%, i, 0.8, -0.4%, -14, -27
[21] Cc1ccc(-n2c(Cl)c(Cl)nc(Cl)c2=O)cc1
 : 13%, i, 37, 9%, 0.5, 361, ?, -2.5%, nt, nt, -1.5%, 62, 88
[22] O=C(NCC1CCCO1)c1cccc(Oc2ccc([N+](=O)[O-])cc2)c1 (stereo unspecified)
 : 9%, i, 29, -6%, nt, nt, 8%, 6.4%, i, 1.1, -0.6%, nt, nt
[23] CCCS(=O)(=O)c1ccc(COC(=O)Cc2ccc([N+](=O)[O-])cc2)cc1
 : 5%, i, 55, 10%, nt, nt, 5%, 1.0%, i, 0.3, -0.1%, nt, nt
[24] S=c1nc[nH]c2c1[nH]c1ccc(Cl)cc12
 : 6%, i, 39, -4%, -0.2, 1255, 23%, 6.5%, i, 0.4, 0.3%, nt, nt
[25] COc1cccc(NC(=S)Nc2ccc(O)cc2)c1
 : nt, i, 48, 1%, -1.6, 1422, 5.6µM*, -0.1%, i, 0.4, -0.1%, nt, nt
[26] COc1ccc(NC(=O)CN(C)C(C)C(=O)N2CCCCC2)cc1 (stereo unspecified)
 : 30%, i, 33, -3%, -1.2, 1165, 9%, 0.7%, i, 1.5, 0.1%, -4, 1
[27] COC(CNC(=O)c1cc(C)nn1-c1ccccc1)OC
 : 7%, i, 6, -9%, nt, nt, 22%, 0.8%, i, 1.6, -0.2%, -11, 4
[28] CCN(C(=O)COC(=O)CCS(=O)(=O)c1ccc(C)cc1)C1CCS(=O)(=O)C1 (stereo unspecified)
 : 6%, i, 54, -5%, nt, nt, 2%, 0.8%, i, 1.3, 0.1%, nt, nt
[29] Nc1ncc(Br)cc1S(=O)(=O)NCCC(=O)NCc1ccc(F)cc1
 : 7%, i, 30, 8%, nt, nt, 19%, -0.8%, i, 4.3, -0.8%, nt, nt
[30] O=C(COc1ccc(S(=O)(=O)NC2CCCCC2)cc1Cl)NCc1ccc2c(c1)OCO2
 : -4%, i, 46, 15%, -2.5, 1251, -3%, 8.8%, i, 10, -1.3%, 39, -18
[31] O=C(NNC(=O)c1ccc(-c2ccccc2)cc1)Nc1ccc(F)cc1F
 : 6%, i, 32, 2%, nt, nt, 1%, 0.1%, i, 5.1, -0.3%, nt, nt
[32] O=C(COC(=O)C1CCCCC1)Nc1ccc(S(=O)(=O)N2CCOCC2)cc1
 : -3%, i, 42, -6%, 1.3, 1140, 9%, 1.0%, i, 0.8, -0.1%, 1, -10
[33] CCN(CC)C(=O)C1CCCN(c2ccc([N+](=O)[O-])cc2/C=N/NC(=O)c2cccc(Br)c2)C1 (stereo unspecified)
 : 9%, i, 20, -1%, -2.4, 1410, -3%, 3.4%, i, 0.7, -0.4%, -4, 7
[34] Cc1ccc(C2CCN(C(=O)Nc3ccccc3)C2)cc1 (stereo unspecified)
 : 15%, i, 43, 0%, -4.0, 976, 12%, 2.9%, i, 0.5, 0.0%, 12, 6
[35] CC(Sc1nnc(N)s1)C(=O)Nc1ccc2c(c1)OCCO2 (stereo unspecified)
 : 0%, i, 26, -1%, nt, nt, 16%, 0.5%, ?, nt, -0.1%, nt, nt
[36] CCOCC(=O)Nc1cc(C(=O)Nc2ccccc2)ccc1Cl
 : -1%, i, 38, 15%, -1.1, 1371, -1%, 0.7%, i, 0.7, -1.1%, 8, 9
[37] O=C1CCc2cc(S(=O)(=O)NC(Cc3ccccc3)C(=O)NCC3CCCO3)ccc2N1 (stereo unspecified)
 : 2%, i, 40, 4%, nt, nt, 3%, -1.2%, i, 2.7, -0.3%, 2, 6
[38] CCOc1nc(NC(=O)NC(=O)c2ccccc2)nc(-c2ccccc2)n1
 : 4%, i, 46, 0%, -1.6, 1113, -5%, 4.0%, i, 2.3, 0.1%, 9, -3
[39] CCOc1ccccc1NC(=O)CCn1ccnc1
 : 8%, i, 30, 5%, nt, nt, 6%, 0.4%, i, 0.8, 0.2%, nt, nt
[40] CCC(C)(C)NC(=O)CN(Cc1ccc(F)cc1)C(=O)CCC(=O)Nc1ccccn1
 : 5%, i, 38, 8%, nt, nt, -2%, 0.5%, i, 0.9, -0.3%, nt, nt
[41] CCCCn1c(SCC(=O)NC2CC(C)(C)NC(C)(C)C2)nc2cc(S(N)(=O)=O)ccc21
 : 15%, i, 1, -5%, 0.2, 1348, 23%, 0.1%, i, 0.5, 0.1%, nt, nt
[42] CCCc1cn(S(=O)(=O)c2ccc(OC)cc2OC)nc1N
 : 6%, i, 44, 2%, -1.2, 1060, 17%, 0.1%, i, 0.7, nt, -5, 3
[43] O=C(O)/C=C/C(=O)Nc1ccc(O)cc1
 : ?, i, 20, -12%, -1.5, 1094, ?, -0.3%, i, 0.5, 0.1%, nt, nt
[44] Cc1cc(C)c(S(=O)(=O)N(C)CC(=O)N2CCCCC2)c(C)c1
 : 9%, i, 42, 0%, 2.3, 1114, -1%, 1.3%, i, 1.5, -0.2%, -18, -6
[45] COc1cccc(/C=N/Nc2ncnc3c2[nH]c2ccc(C)cc23)c1OC
 : -7%, i, 35, -5%, -0.6, 1321, 15%, 4.5%, i, 0.7, 0.8%, nt, nt
[46] Cn1cc(S(=O)(=O)NC(c2ccccc2)c2ccccc2)c(=O)n(C)c1=O
 : 0%, i, 42, 3%, 0.5, 1327, 16%, -0.3%, i, 0.1, -0.3%, nt, nt

Random draw from the library. About 3.6% of those tested had a hit in this group.
